Screening results from PubChem.
AMPAR-TARP mod: modulators of GluA2-stargazin AMPA receptor complexes, primary screen, cell-based, membrane potential dye; Voltage-dependent calcium channel gamma-2 subunit (Mus musculus) + Glutamate receptor 2 …; HEK293 GluA2+stargazin, membrane potential dye (FDSS), glutamate EC50; hits were called plate by plate, in both directions; calls only at 30 µM; actives 3.5% (n = 40,000); AID 1259245, 2017;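 active means any of four per-well response measures lying three or more SD from its plate-wide compound average, in either direction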
Target sequence (O88602 whole entry, looked up): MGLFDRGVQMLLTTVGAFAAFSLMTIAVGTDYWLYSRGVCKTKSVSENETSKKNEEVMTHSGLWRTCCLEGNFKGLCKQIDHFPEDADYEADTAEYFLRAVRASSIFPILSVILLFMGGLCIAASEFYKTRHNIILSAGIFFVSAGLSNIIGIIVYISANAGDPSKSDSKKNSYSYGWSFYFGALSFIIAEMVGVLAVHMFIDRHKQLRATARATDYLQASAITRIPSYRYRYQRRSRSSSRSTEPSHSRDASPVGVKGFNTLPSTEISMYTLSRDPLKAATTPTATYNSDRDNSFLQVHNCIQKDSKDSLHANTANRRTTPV
Target sequence (P19491 whole entry, looked up): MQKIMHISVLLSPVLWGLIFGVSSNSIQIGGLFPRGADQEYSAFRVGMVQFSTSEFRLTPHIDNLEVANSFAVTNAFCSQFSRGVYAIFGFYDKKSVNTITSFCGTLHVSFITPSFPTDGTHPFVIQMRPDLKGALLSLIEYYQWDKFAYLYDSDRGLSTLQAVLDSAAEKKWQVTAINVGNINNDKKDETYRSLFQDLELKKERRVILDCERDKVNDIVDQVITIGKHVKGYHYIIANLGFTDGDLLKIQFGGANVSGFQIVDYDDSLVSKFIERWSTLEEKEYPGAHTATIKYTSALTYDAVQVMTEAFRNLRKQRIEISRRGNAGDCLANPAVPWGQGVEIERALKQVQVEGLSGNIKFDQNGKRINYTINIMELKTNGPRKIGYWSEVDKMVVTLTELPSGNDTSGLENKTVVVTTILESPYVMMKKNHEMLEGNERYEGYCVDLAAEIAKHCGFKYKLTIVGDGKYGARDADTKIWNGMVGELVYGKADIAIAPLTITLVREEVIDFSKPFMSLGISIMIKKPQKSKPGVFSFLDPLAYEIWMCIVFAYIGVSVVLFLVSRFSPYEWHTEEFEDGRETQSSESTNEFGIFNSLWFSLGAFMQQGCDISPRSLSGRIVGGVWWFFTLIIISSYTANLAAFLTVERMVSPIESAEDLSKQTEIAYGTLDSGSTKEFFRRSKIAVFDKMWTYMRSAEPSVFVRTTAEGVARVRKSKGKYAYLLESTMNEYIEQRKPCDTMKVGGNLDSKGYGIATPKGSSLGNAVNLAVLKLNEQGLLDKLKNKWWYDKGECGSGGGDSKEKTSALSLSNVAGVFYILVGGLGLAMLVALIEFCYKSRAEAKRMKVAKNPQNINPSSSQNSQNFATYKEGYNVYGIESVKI
AMPAR-TARP mod agonism max-min: second read-out of AMPAR-TARP mod, no call of its own (marks repeat the call); compound max-min signal; compound-alone response (agonism);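 unitless range of fluorescence divided by baseline over first 100 seconds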
AMPAR-TARP mod glutamate slope: second read-out of AMPAR-TARP mod, no call of its own (marks repeat the call); glutamate slope, % of max; measured here: glutamate response slope, % max;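 scaled per plate between vehicle wells and maximal 1 mM glutamate control wells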
* = called active by the depositor; i = inactive; + = active, no number.

SMILES	AMPAR-TARP mod	AMPAR-TARP mod agonism max-min	AMPAR-TARP mod glutamate slope
O=C(CC1CSc2nc3c(c(=O)n21)CCC3)NCc1n[nH]c(=O)c2ccccc12 (centres undefined)	i	0.106	49.3
Cc1cc(S(=O)(=O)NCC(O)c2sccc2C)c(Cl)cc1Cl (centres undefined)	i	0.143	48.3
CN1CCN(C(=O)C(=O)Nc2c3c(nn2C(C)(C)C)CSC3)CC1	i	0.0345	53.7
O=C(Cn1c(=O)c2sccc2n(Cc2ccc([N+](=O)[O-])cc2)c1=O)NCCc1ccccc1	i	0.14	59.2
O=C(Cc1cccs1)Nc1cc(-c2ccco2)nn1-c1nc2c(c(=O)[nH]1)CCCC2	i	0.148	63.8
CC1Cc2c(NC(=O)CSCc3ccccc3)nn(C)c2NC1=O (centres undefined)	i	0.126	65.5
CC(C)n1ccc(-c2nnc(NC(=O)C(c3ccccc3)c3ccccc3)o2)n1	i	0.0783	46.8
CCOC(=O)c1c(SCc2cccc([N+](=O)[O-])c2)nc(=O)[nH]c1C	i	0.0794	54.7
Cc1cc(C)c2sc(N(CCN3CCOCC3)C(=O)c3ccccc3Br)nc2c1	i	0.124	61.1
COc1ccc(CNC(=O)Cn2nc3c(c2NC(=O)c2cc4ccccc4o2)CSC3)cc1	i	0.15	85.0
Cc1ccc(O)c(C(CC(=O)N2CCNCC2)c2ccccc2)c1 (centres undefined)	i	0.0489	51.6
CCN(CC(O)COC12CC3CC(CC(C3)C1)C2)C1CCCCC1 (centres undefined)	i	0.0741	48.2
CCNC(=O)C(=O)NCCC1CCCCN1S(=O)(=O)c1c(C)cc(C)cc1C (centres undefined)	i	0.0337	93.2
COc1ccccc1N1C(=O)CC(NC23CC4CC(CC(C4)C2)C3)C1=O (centres undefined)	i	0.079	48.5
COC(=O)c1scc(-c2ccccc2)c1S(=O)(=O)Nc1cc(C)ccc1OC	i	0.0871	46.0
CCCCCn1c(=O)c2c(nc3n2CC(C)CN3c2ccc(OC)cc2OC)n(C)c1=O (centres undefined)	i	0.0943	78.7
Cc1ccccc1-n1c(C)cn2c3c(=O)n(CC(N)=O)c(=O)n(C)c3nc12	i	0.0489	46.4
O=C(NCCOc1ccc(-c2ccccc2)nn1)c1cc2cc(Br)ccc2oc1=O	i	0.0917	66.5
Cc1ccc2c(=O)c(-c3nc(-c4cccc(F)c4)no3)cn(CC(=O)NCCC3=CCCCC3)c2n1	i	0.0297	23.3
Cc1nc2ccccn2c1C(=O)NCCc1csc2nc(-c3cccs3)nn12	i	0.0825	45.9
Cc1cc(C)cc(N2CC(c3nc4ccccc4n3CCN3CCOCC3)CC2=O)c1 (centres undefined)	i	0.0784	46.7
Cc1nn2c(NCCCN3CCOCC3)c3c(nc2c1-c1ccccc1)CCCC3	i	0.219	59.9
COC(=O)c1ccc(CSc2nnc(-c3cn(C)nc3OC)n2C)cc1	i	0.0795	67.6
CCCCCn1c(=O)c2c(nc3n2CCCN3c2cc(C)ccc2OC)n(C)c1=O	i	0.0783	57.2
Cc1ccc(C(=O)Nc2nnc(CC(C)C)s2)cc1C	i	0.0396	44.1
NC(=O)c1ccc(NC(=O)c2ccc(=O)n(Cc3ccc(F)cc3)n2)cc1	i	0.151	54.2
O=C1CN(c2ccccc2)C(=O)C1C(=O)N1CCOCC1 (centres undefined)	i	0.0938	59.2
Cc1ccc(S(=O)(=O)NCC(O)(c2ccco2)C2CC2)cc1Cl (centres undefined)	i	0.188	50.9
CC(NC(=O)C(=O)NCCN1CCC(c2cccs2)CC1)c1ccccc1 (centres undefined)	i	0.061	63.1
NC(=S)Nc1cccnc1	i	0.05	38.2
CCCn1c(=O)c2c(nc3n(-c4ccccc4O)c(C)cn23)n(C)c1=O	i	0.116	75.4
CS(=O)(=O)N1CCCCC1C(=O)Nc1ccc(Cl)cc1 (centres undefined)	i	0.156	62.9
COc1ccc(C(=O)CSc2cc(C)c3ccccc3n2)cc1	i	0.0518	38.7
COc1ccc(NC(=O)CSc2cc(N3CCN(c4ccccc4F)CC3)ncn2)cc1	i	0.0772	64.2
Oc1cccc(C2=NN3C(C2)c2ccccc2OC3c2cccs2)c1 (centres undefined)	i	0.0989	31.3
CC(C)Cc1nnc(NC(=O)CN2CCCCCC2)s1	i	0.102	66.5
Brc1ccc(OCCN2CCOCC2)cc1	i	0.0248	60.8
COc1cccc(C(=O)NCCS(=O)(=O)NC(C)CCc2ccccc2)c1 (centres undefined)	i	0.121	60.5
COc1cccc(Cn2c(=O)n(Cc3ccc(F)cc3)c(=O)c3nccnc32)c1	i	0.143	50.8
COc1cccc(N2CC(C(=O)Nc3ccc4c(c3)N(C(=O)c3cccs3)CC4)CC2=O)c1 (centres undefined)	i	0.132	51.5
COc1ccc(S(=O)(=O)NCCCN(C)C)cc1N(C)S(C)(=O)=O	i	0.113	74.8
Cc1nc2sccn2c1-c1nnc(SCC(=O)Nc2ccc3c(c2)OCO3)n1C	i	0.0812	53.0
CCn1c(C)cc(O)c(C(c2cccc(OC)c2)c2c(O)cc(C)n(CC)c2=O)c1=O	i	0.101	55.3
COc1ccc(NC(=O)Cn2c(=O)n(C(C)C)c(=O)c3nscc32)c(OC)c1	i	0.101	9.1
O=C(CSc1nc(=O)n(CCCO)c2c1CCCC2)N1CCCCC1	i	0.0432	48.5
COc1ccc(Br)cc1C(=O)NC(=S)Nc1ccc(N2CCN(C)CC2)cc1	i	0.0831	-0.8
CNS(=O)(=O)c1ccc(C(=O)NCCCn2ccnc2)o1	i	0.11	61.2
Cc1ccc(N2CCN(C(=O)c3cccs3)CC2)c(C)c1	i	0.0542	-0.3
NC(=O)C1Cc2ccccc2N1C(=O)c1cc2ccccc2o1 (centres undefined)	i	0.0446	49.3
CCS(=O)(=O)N1CCN(c2nc(C)cc(Nc3ccc(C)cc3)n2)CC1	i	0.089	60.8

Carrying on.
SMILES	AMPAR-TARP mod	AMPAR-TARP mod agonism max-min	AMPAR-TARP mod glutamate slope
CC(=O)Nc1cccc(NC(=O)C(=O)NCCc2ccc(S(N)(=O)=O)cc2)c1	i	0.0966	70.9
COCCn1cc(NC(=O)N2c3ccccc3CC2C)c2ccccc21 (centres undefined)	i	0.153	58.9
CC(=O)N(Cc1ccco1)c1nc2c(Cl)cccc2s1	i	0.0856	63.1
Cc1cccc(NC2SC(=O)N(C(C)C)C2=O)c1 (centres undefined)	i	0.139	56.0
Cc1cc(C)c(NC(=O)C(=O)NCCN2CCN(c3ccccc3)CC2)c(C)c1	i	0.09	68.6
COc1cccc(-n2nnc3c(N4CCN(C(=O)c5cc(=O)c6ccccc6o5)CC4)ncnc32)c1	i	0.0651	49.9
C=CCn1c(N2CCN(CC(=O)OCc3ccccc3)CC2)nc2c1c(=O)[nH]c(=O)n2C	i	0.0783	7.1
Cc1c(Cl)cccc1S(=O)(=O)NCC1CCN(C(=O)c2cccn(C)c2=O)CC1	i	0.0655	42.2
COc1cc(COCC2CCN(C(=O)c3ccc(F)cc3F)CC2)cc(OC)c1	i	0.0741	58.5
CC(C)n1c(=O)c2nscc2n(CC(=O)Nc2ccc3c(c2)OCO3)c1=O	i	0.105	62.1

Three compounds out of the list, arranged by formula weight, lowest first:
SMILES	AMPAR-TARP mod	AMPAR-TARP mod agonism max-min	AMPAR-TARP mod glutamate slope
CC(C)Cc1nnc(NC(=O)CN2CCCCCC2)s1	i	0.102	66.5
CCCn1c(=O)c2c(nc3n(-c4ccccc4O)c(C)cn23)n(C)c1=O	i	0.116	75.4
Cc1cc(S(=O)(=O)NCC(O)c2sccc2C)c(Cl)cc1Cl (centres undefined)	i	0.143	48.3

Continued.
SMILES	AMPAR-TARP mod	AMPAR-TARP mod agonism max-min	AMPAR-TARP mod glutamate slope
CC(C)c1nnc(C2CCN(C(=O)CCc3ccccc3)CC2)o1	i	0.0917	64.1
COc1ccc2nc(N(CCN3CCOCC3)C(=O)c3ccc(N4C(=O)CCC4=O)cc3)sc2c1	i	0.0486	50.3
O=C(Cn1cnc(-c2cccs2)cc1=O)N1CCN(c2ncccn2)CC1	i	0.0883	62.6
COc1ccc(S(=O)(=O)N2CCN=C2SCc2cccc(Cl)c2)cc1	i	0.0564	67.2
Cc1nc(NC(=O)c2ccc(S(=O)(=O)N(C)c3ccccc3)cc2)sc1C	i	0.0908	46.9
O=C(CCOc1ccc(F)cc1)N1CCN(Cc2ccccc2)CC1	i	0.111	59.1
Cc1ccn2c(=O)c(NC(=O)C(C)Oc3ccc(C)c(C)c3)c(C)nc2c1 (centres undefined)	i	0.0777	62.4
Cc1nnsc1C(=O)N1CCC(Cn2cnc3ccccc32)CC1	i	0.122	52.5
CCC(C)OC(=O)C1=C(C)NC2=C(C(=O)C(C(=O)OC)C(C)C2)C1c1ccc(C)c([N+](=O)[O-])c1 (centres undefined)	i	0.14	53.3
Cc1ccc(NC(=O)Cn2c(=O)n(CC(=O)NCCc3ccccc3)c(=O)c3sccc32)cc1	i	0.112	64.3
COc1ccc(C(CNC(=O)c2cc(OC)cc(OC)c2)N2CCOCC2)cc1 (centres undefined)	i	0.07	53.9
Cc1ccc(NC(=O)c2ccc(S(=O)(=O)N3CCCCC3)cc2)c(C)c1	i	0.12	49.6
O=C(Cc1ccc(NS(=O)(=O)c2ccccc2Cl)cc1)NCc1cccs1	i	0.0682	36.4
O=C(NCCN1CCOCC1)C(=O)NCC1COC2(CCCCC2)O1 (centres undefined)	i	0.092	51.4
COc1cccc(-n2nnc3c(N4CCN(C(=O)c5ccccc5OC)CC4)ncnc32)c1	i	0.0672	45.0
O=C(Nc1ccccc1F)N1CCN(c2ccc(-c3ccc(F)cc3)nn2)CC1	i	0.0476	43.1
COCCn1c(=O)c2c(nc(-n3nc(C)cc3C)n2Cc2ccc(C)cc2)n(C)c1=O	i	0.0262	50.9
O=C(Cc1csc(Nc2cccc(Cl)c2)n1)NCc1ccccc1	i	0.153	73.9
Cc1ccc(NC(=O)Nc2ccccc2N2CCNC(=O)C2)cc1C	i	0.14	60.4
O=C(NCCC(c1ccccc1)c1ccccc1)C(=O)NCc1ccccc1Cl	i	0.114	62.7
COc1ccccc1NC(=O)N1CCC(CNC(=O)/C=C/c2ccccc2)CC1	i	0.0574	55.6
Cn1c(C(F)(F)F)nn(CCNC(=O)c2c(F)cccc2Cl)c1=O	i	0.0929	47.5
Cc1ccc(-c2ccc(=O)n(CCNC(=O)NCc3ccccc3)n2)cc1	i	0.0408	40.0
O=C(Nc1cc(-c2ccco2)nn1CCO)c1c(F)cccc1Cl	i	0.107	67.9
CC(C)c1cnc2c(c1SCc1cccc([N+](=O)[O-])c1)c(=O)n(C)c(=O)n2C	i	0.0568	60.4
O=C(NCCC(O)c1cccs1)c1ccc(F)c(F)c1 (centres undefined)	i	0.0949	60.4
CC(=O)N1CC(C(=O)Nc2cc(C(C)(C)C)no2)C1	i	0.0568	44.3
O=C(Nc1ccccc1)N1CC=C(c2ccccc2)CC1	i	0.0753	47.2
O=S(=O)(/C=C/c1ccccc1)N1CCC(c2nnc(C3CC3)o2)CC1	i	0.0529	60.5
COc1cc(Nc2nc3c(S(=O)(=O)c4ccccc4)nnn3c3ccccc23)cc(OC)c1OC	i	0.0305	42.0

Fetched by compound from above:
SMILES	AMPAR-TARP mod	AMPAR-TARP mod agonism max-min	AMPAR-TARP mod glutamate slope
Cc1ccc(-c2ccc(=O)n(CCNC(=O)NCc3ccccc3)n2)cc1	i	0.0408	40.0
O=C(Nc1cc(-c2ccco2)nn1CCO)c1c(F)cccc1Cl	i	0.107	67.9
COc1cc(Nc2nc3c(S(=O)(=O)c4ccccc4)nnn3c3ccccc23)cc(OC)c1OC	i	0.0305	42.0
COc1ccccc1NC(=O)N1CCC(CNC(=O)/C=C/c2ccccc2)CC1	i	0.0574	55.6
CC(=O)N1CC(C(=O)Nc2cc(C(C)(C)C)no2)C1	i	0.0568	44.3
Cn1c(C(F)(F)F)nn(CCNC(=O)c2c(F)cccc2Cl)c1=O	i	0.0929	47.5

(more compounds)
SMILES	AMPAR-TARP mod	AMPAR-TARP mod agonism max-min	AMPAR-TARP mod glutamate slope
CCCCCn1c(=O)c2c(nc3n2CC(C)CN3c2ccccc2OC)n(C)c1=O (centres undefined)	i	0.0667	65.8
COCCn1c(=O)c2c(nc3n2CCCN3c2cccc(OC)c2)n(C)c1=O	i	0.113	59.7
CS(=O)(=O)c1ccc2nc(NC(=O)c3ccc(=O)n(Cc4ccccc4Cl)c3)sc2c1	i	0.108	67.2
Cc1cccc(NC(=O)Nc2ccc3c(c2)CCC(=O)N3)c1	i	0.122	52.7
COc1ccc(S(=O)(=O)c2c(C)cc(C)n(CC(=O)NCc3ccccc3)c2=O)cc1	i	0.0441	77.4
CCOC(=O)Cn1c2nc3ccccc3nc2c2cccc(C)c21	i	0.0793	51.6
COC(=O)c1ccc2c(=O)n(CCN3CCCCC3)c(=S)[nH]c2c1	i	0.111	74.7
CC(C)(C)NC(=O)C(=O)NCC1CCN(C(=O)c2cc3ccccc3o2)CC1	i	0.0952	61.0
O=C(/C=C/c1ccccc1Cl)NCCOc1ccc2nnc(-c3ccccc3)n2n1	i	0.0643	44.3
NC(=O)CSc1nc(-c2ccccc2)c(NC(=O)CCCc2ccccc2)s1	+	0.213*	23.5*
COc1ccc(F)cc1S(=O)(=O)NCCC(O)c1cccs1 (centres undefined)	i	0.113	58.8
O=C(/C=C/c1ccco1)N1CCC(CNS(=O)(=O)c2ccc(OC(F)(F)F)cc2)CC1	i	0.07	41.7
CC(=O)Nc1cccc(NC(=O)C(=O)NCC2CCN(C(=O)Oc3ccccc3)CC2)c1	i	0.108	55.1
COCC(=O)NCCn1nc(-c2cccnc2)ccc1=O	i	0.0862	58.4
O=C(Cn1c(=O)n(Cc2ccc3c(c2)OCO3)c(=O)c2oc3ccccc3c21)NCc1ccccc1	i	0.114	37.7
CCOC(=O)c1[nH]cnc1C(=O)Nc1ccc(C)cc1	i	0.189	56.7
CN(C)S(=O)(=O)c1ccc(C(=O)NCC(c2cccn2C)N2CCCC2)cc1 (centres undefined)	i	0.0672	54.5

A portion of the library; rates above refer to the full screens.
